# Source: PubChem (The Scripps Research Institute Molecular Screening Center)
# Tn6 DDE FP – DD(E)-Tn6 binding inhibition, primary FP screen; P02675; Fibrin DD(E) TRITC-Tn6 fluorescence polarization displacement; inhibition, % at 8.3 µM; 370,000 tested, 0.21% active; AID 720509;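 active = inhibition above a per-campaign cutoff: mean of compounds within control limits plus 3 SD, cut at about 15% in these data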;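 also: 0% = median of all compound wells on the plate and 100% = blocking peptide control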
# UHRF1 MBD2 ctr – human UHRF1 methylated DNA binding inhibitors. AID 687016. UHRF1 binding to methylated oligo, TR-FRET. 370,000 tested, 0.75% active. Q96T88. inhibition, % at 4.4 µM; in the data active = inhibition above about 21%;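 also: UHRF1 SRA domain binding a hemimethylated CpG hairpin DNA probe; 0% = median of test compound wells and 100% = reference inhibitor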
# ASAP1 inh – ASAP1 ArfGAP inhibition | Q9ULH1 | ASAP1-stimulated ARF1 GTP hydrolysis, GDP FP detection | inhibition, % at 16.5 µM | 360,000 tested, 0.19% active; in the data active = inhibition above about 25%;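 also: 0% = vehicle with enzyme and substrate and 100% = no enzyme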
# MBD2 inh – MBD2-methylated oligo binding inhibition; AID 686964; 370,000 tested, 0.31% active; inhibition, % at 4.4 µM; TR-FRET, MBD2 binding to methylated oligonucleotide; in the data active = inhibition above about 13%
# ARFGAP1 inhibitor – inhibitors of rat ARFGAP1. Q62848. Arfgap1-stimulated ARF1 GTP hydrolysis, GDP FP detection. inhibition, % at 16.5 µM. 360,000 tested, 0.26% active. AID 651572;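 active = inhibition above a per-plate limit, mean inhibition of low control wells plus 3 SD, cut at about 25% in these data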;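 also: 0% = DMSO wells with enzyme and 100% = wells lacking Arfgap1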
#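 Assay system: purified rat His6-Arfgap1 residues 1-136 (GAP domain); Reagent: human Δ17 ARF1 bound to GTP; Dosing: 16.5 µM single point, 1.26% DMSO; Times: GTP hydrolysis reaction 2 h at 25 °C; Signal: FP, GDP Alexa 633 tracer displaced from anti-GDP antibody, 620/688 nm; Measure: % inhibition from polarization.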
# Tn7 DDE FP – disrupts Tn7 cyclic peptide binding to fibrin D-Dimer-E complex; P02675; FP displacement of FITC-Tn7 peptide from fibrin DD(E); 0% = median of compound wells per plate; inhibition, % at 8.3 µM; 370,000 tested, 0.13% active; AID 720508;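 active = inhibition above the mean of compounds falling within the control limits plus 3 SD of them, cut at about 14% in these data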;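 also: 0% = plate median of compound wells and 100% = 10 µM Aha-Tn7 peptide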
#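 Test system – human fibrin DD(E) · Times – 10 min preincubation, 3 h with tracer, room temperature · Detection – fluorescence polarization of the labelled Tn7 tracer · Measure – percent inhibition normalized to high-control wells · Benchmarks – high control wells with 10 µM unlabelled Aha-Tn7 peptide (full inhibition) · Repeats – singlicate testing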
# PLCb3 inh – PLC-beta3 (human) inhibition, primary screen. inhibition, % at 12.2 µM. Q01970. 370,000 tested, 0.18% active. Purified PLC-beta3, fluorogenic substrate, fluorescence; in the data active = inhibition above about 11%;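 also: 0% = median of compound wells on plate and 100% = full blocker control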
# proKLK7 act – proKLK7 (human) activation, primary screen; activation, % at 7 µM; P49862; 370,000 tested, 0.9% active; AID 652039; purified proKLK7, EDANS-DABCYL substrate fluorescence; 100% is mature enzyme control, 0% vehicle;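 active = activation above the mean of all tested compounds plus 3 SD, computed per campaign excluding outliers beyond control limits, cut at about 13% in these data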
# ADAM17 inh – inhibits human ADAM17; recombinant ADAM17, EDANS/DABCYL FRET peptide cleavage; inhibition, % at 6.95 µM; 370,000 tested, 0.83% active; AID 720648; P78536;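 active = inhibition above the mean of compounds lying between control limits plus 3 SD, set per campaign, cut at about 8.5% in these data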;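 also: 0% = DMSO-only wells as the low control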
# PLC-gamma1 inh – inhibitors of human phospholipase C gamma1 | purified PLC-gamma1, fluorogenic substrate, fluorescence | inhibition, % at 12.2 µM | 370,000 tested, 0.84% active; in the data active = inhibition above about 9.5%
# Starred values were filed as active, the others as inactive; i = inactive.
SMILES,Tn6 DDE FP,UHRF1 MBD2 ctr,ASAP1 inh,MBD2 inh,ARFGAP1 inhibitor,Tn7 DDE FP,PLCb3 inh,proKLK7 act,ADAM17 inh,PLC-gamma1 inh
COc1ccc(/C=C(/CC(=O)Nc2ccccc2)c2nc3ccccc3s2)cc1,-6,-1,4,3,-8,-3,-28,0.4,-5,-21
CCCOc1ccccc1-c1nc2c([nH]1)c(=O)[nH]c(=O)n2C,-10,-3,-5,0,-3,6,-61,0.2,-58,-55
O=C(NCCCn1ccnc1)Nc1ccc2c(c1)OCO2,2,-1,4,1,5,-3,-2,0.2,-2,0
CCOC(=O)C1CN(C(C)(C)C)C(=O)C1=O (configuration not stated),-2,-1,-5,1,3,4,0,0.2,-3,-2
O=C(/C=C\NCC(=O)c1ccccc1)c1ccccc1,-3,-2,-6,-2,-2,2,-6,0.1,1,-2
COc1ccccc1C1CC(=O)Oc2cc(C)cc(C)c21 (configuration not stated),-3,18,-3,4,3,7,-1,0.1,-4,3
O=S(=O)(c1ccccc1)c1nc(-c2ccco2)oc1Nc1ccccc1,0,5,15,0,15,-6,-12,1.8,-2,-11
CC(C)N1CCN(Cc2ccc(-c3ccccc3)cc2)CC1CCO (configuration not stated),-2,1,-1,0,-6,3,-5,-0.2,-3,1
Cn1ncc(Br)c1C(=O)Nc1ccc(Br)cn1,-3,3,10,-5,9,1,6,-0.5,2,5
COc1ccc(-n2ccn3c(CCC(=O)N4CCN(c5cccc(C)c5C)CC4)nnc3c2=O)cc1,-10,-1,2,-5,-5,-5,-7,-0.6,1,0
COc1cccc(CCNS(=O)(=O)CCNC(=O)c2cccc(OC)c2)c1,-4,1,-13,1,-9,-1,-5,0.1,0,4
CCN1C(=O)c2cccc3c(S(=O)(=O)NCCCN4CCOCC4)ccc1c23,2,-3,8,-4,-6,4,i,51*,-78,i
C=CCNC(=S)NNC(=O)c1cc(-c2cccnc2)nc2ccccc12,2,-1,6,2,-5,-8,-10,0.2,-4,-3
CCOC(=O)C1=C(C)N=c2s/c(=C\c3ccc(OCC(=O)O)cc3)c(=O)n2C1c1ccc(OC(C)C)cc1 (configuration not stated),5,0,-11,-3,3,0,-3,-1.0,4,0
COc1cccc(CNc2nc3nc(C)cc(=O)n3[nH]2)c1,-6,0,-15,0,2,1,1,0.3,-6,-1
CCC1CCCCN1CCCNC(=O)C(C)n1nc(C)c2sc3ccccc3c2c1=O (configuration not stated),5,-4,-6,0,-2,-10,-4,0.4,-4,-2
O=C(Nc1ccc2c(c1)OCO2)C1CCN(Cc2cnn(-c3ccccc3)c2-n2cccc2)CC1,-4,0,6,4,17,2,0,0.3,5,0
C/C(=N\NC(=O)c1cc(O)ccc1O)c1cccc(NC(=O)c2cccc(Cl)c2)c1,-10,20,-15,-6,0,-5,-84,6.7,-24,-40
CC(=O)c1cccc(-c2ccnc3c2CC(C(=O)NC(C)C)O3)c1 (configuration not stated),1,1,-10,-1,-8,4,-1,0.7,-6,1
CC(=O)c1cccc(NC(=O)CCN2C(=O)C3C4CCC(C4)C3C2=O)c1 (configuration not stated),12,2,6,3,10,0,-7,-0.3,-5,1
O=C(Nc1ccc(F)cc1F)C1CCN(C(=O)c2ccc(Br)cc2)CC1,-7,-4,-1,2,-8,2,-1,-1.0,0,-1
CC(OC(=O)c1ccccc1OCc1ccc(Cl)cc1)C(N)=O (configuration not stated),7,-3,10,-4,-4,-2,4,-0.1,3,1
CCNc1nc(Nc2ccc(C)c(Cl)c2)c2cnn(C)c2n1,-5,1,-12,-1,3,-10,-47,-0.7,2,-25
Cn1cc(CCNC(=O)c2ccc3nc(Cc4ccccc4F)oc3c2)cn1,6,-2,1,1,-1,1,-6,0.2,-5,0
Nc1[nH]n(-c2ccccc2)c(=O)c1N=Nc1ccccc1[N+](=O)[O-],9,-2,1,-5,-10,2,0,0.8,-2,1
Cc1ccc(-c2nn(CC(=O)NCc3cc(-c4nn(C)c(=O)c5ccccc45)ccc3C)c(=O)c3ccccc23)cc1,-11,0,5,-4,-4,-12,-3,0.1,-4,-1
COc1ccc(-c2n[nH]c(=S)n2-c2ccc3c(c2)OCCO3)cc1,2,-1,0,5,0,1,0,-0.5,-5,-1
Cc1cccc(NC(=S)Nc2cccc(C)n2)n1,-3,-3,-5,2,-3,-5,-7,0.0,0,-2
CC(C)(C)c1ccccc1OCC(=O)NCCC(=O)O,6,1,-5,4,-5,7,-1,0.5,-4,-4
CCN(CC)C(=O)[C@H]1CC(CC(=O)NC(C)(C)C)C(=O)N2CCc3c([nH]c4ccccc34)[C@]12C (some centres not stated),1,-2,-20,-1,16,3,3,0.0,-5,-1
C[C@@H]1CN([C@@H](C)CO)C(=O)CCCn2nncc2CO[C@H]1CN(C)C(=O)Cc1ccccc1,0,-3,13,-1,3,-6,1,0.5,-7,0
COc1ccc(C2=NN(C(=O)c3ccccc3)C(c3ccc(OC)c(OC)c3)C2)c(OC(C)=O)c1 (configuration not stated),-7,-3,7,2,-11,3,2,0.1,0,2
COc1cc(/C=C2/S/C(=N/S(=O)(=O)c3ccccc3)NC2=O)c([N+](=O)[O-])cc1OC,-3,-3,-7,-1,3,2,-168,2.4,-2,-126
O=C(CNC(=O)c1ccco1)OCC(=O)c1cccc2ccccc12,0,-2,-4,-8,-5,-5,1,0.1,1,9
O=C(c1ccc(Cl)c(Cl)c1)N1CCC(=O)N(C(CO)Cc2ccccc2)CC1 (configuration not stated),-9,2,-5,-1,-13,-4,0,0.0,1,-1
NC(=O)c1nsc(C(=O)N(c2ccccc2F)C(C(=O)NCc2ccc(F)cc2)c2ccc(O)cc2)c1N (configuration not stated),2,2,11,1,6,-4,-280,-2.7,-95,-187
CCc1ccc(C(O)c2ncc(-c3ccc(C)cc3)[nH]2)cc1 (configuration not stated),-1,-1,9,6,16,2,-7,0.3,-2,-3
CCc1nc2ccccc2n1CC(=O)N(C(C)CC)C1CCS(=O)(=O)C1 (configuration not stated),-7,3,7,-1,8,1,-2,0.3,-7,0
Cc1cccc(C(=O)Nc2nc(C)c(C(=O)Nc3ccc4c(c3)CCC4)s2)c1,-11,4,15,-4,20,-9,-72,-3.7,1,-59
O=C(CSc1nnc(-c2ccccc2)c(-c2ccccc2)n1)Nc1ncc(Cl)cc1Cl,-6,-4,-13,-1,-6,1,1,-0.5,0,-2
COc1ccc(/C(C)=N\NC(=O)c2ccc3c(c2)OCO3)cc1OC,5,-2,-7,3,-2,-6,-4,0.0,-4,0
CC(C(=O)N1CCN(C)CC1)N1C(=O)c2ccccc2C1=O (configuration not stated),-6,0,4,0,2,-5,4,0.2,-1,1
Nc1nc(CSC(=S)N2CCOCC2)nc(Nc2ccc(F)cc2)n1,0,2,4,-2,-5,1,2,-0.1,-2,1
CC(Sc1ccccc1)C(=O)Nc1cccc(N(C)S(C)(=O)=O)c1 (configuration not stated),2,23*,24,-5,11,-5,4,-0.6,1,5
CCCN=C1CC(C)(C)CC(=O)/C1=C(/O)CCCN1C(=O)c2ccccc2C1=O,4,-1,1,-1,-10,0,0,0.5,0,4
COc1ccc2c(c1)CCc1c(C(=O)NCCc3ccc(OC)c(OC)c3)noc1-2,-2,-2,-10,2,0,4,0,0.1,-2,-3
C=CCOC(=O)Nc1c(C(=O)OC)[nH]c2ccccc12,5,-2,-1,1,0,9,-10,-0.2,-8,-6
O=C(NCCCc1ccccc1)[C@@H]1Cc2ccccc2CN1,0,0,-4,1,9,9,-5,0.0,-3,-1

# Overlap with the part before: 2 entries, followed by the next part.
SMILES,Tn6 DDE FP,UHRF1 MBD2 ctr,ASAP1 inh,MBD2 inh,ARFGAP1 inhibitor,Tn7 DDE FP,PLCb3 inh,proKLK7 act,ADAM17 inh,PLC-gamma1 inh
C=CCOC(=O)Nc1c(C(=O)OC)[nH]c2ccccc12,5,-2,-1,1,0,9,-10,-0.2,-8,-6
O=C(NCCCc1ccccc1)[C@@H]1Cc2ccccc2CN1,0,0,-4,1,9,9,-5,0.0,-3,-1
COc1ccc(OC)c(/C=N\NC(=O)c2ccc(-c3ccccc3)cc2)c1,4,-2,-2,-3,-2,0,-85,-1.5,-12,-60
CCN(CC)S(=O)(=O)c1cccc(C(=O)Nc2cc(C)on2)c1,5,-3,-6,0,-11,-5,-4,0.0,-1,2
O=[N+]([O-])c1ccc(-c2cn(-c3ccccc3)c(=S)[nH]2)cc1,3,0,-9,-1,-3,-8,-3,-0.3,2,-6
COc1cc2c(cc1OC)CN(C(=O)c1oc3ccccc3c1C)CC2,8,0,-2,10,-4,-5,-10,0.9,-1,0
CC(NCCOCCOc1ccccc1)c1ccccc1 (configuration not stated),2,1,-21,-1,-19,2,3,0.1,0,2
NC(=O)c1ccccc1NC(=O)Nc1cccc2ccccc12,6,1,9,1,2,0,-82,-3.3,-64,-72
O=C(CCCl)N1CCN(c2nc(-c3ccccc3)cs2)CC1,1,0,-1,2,3,-6,-5,0.1,0,-1
CCOC(=O)/C(C(=O)Nc1ccc(Br)cc1)=C1/NC(C)(C)Cc2ccccc21,-6,1,1,3,13,7,2,0.8,-2,-3
CCOC(=O)c1c(-c2ccccc2)csc1NC(=O)CSc1nc(N)cc(N)n1,2,-1,15,-4,-4,6,6,0.6,13*,6
COC(=O)c1sc(N)c(C(=O)OC)c1CSc1nnc(-c2ccccc2Cl)n1C,-1,-1,22,-3,-8,-6,-1,-0.3,-3,1
CCCS(=O)(=O)NC(=O)C1(C)CCN(C(=O)c2cncc(Br)c2)C1 (configuration not stated),5,-2,2,0,-5,-3,1,0.1,-4,3
COc1ccccc1CCNC(=O)Cn1ccc2cc(S(=O)(=O)N3CCCC3)ccc21,0,-2,5,-6,7,0,-5,-0.5,0,4
CCCc1nc(SCC(=O)Nc2nccs2)c2ccccc2n1,2,0,-12,-1,-8,2,-2,0.5,0,0
N#Cc1c(-c2ccccc2)ccn(Cc2cccc(Cl)c2)c1=O,-9,3,10,4,1,2,-21,-0.7,-29,-13
Cn1c(CN2CCOCC2)nc2cc(NC(=O)c3ccccc3Cl)ccc21,3,-3,-14,-2,1,8,-3,-0.2,-2,-6
Cc1cc2oc(C(=O)N3CCN(Cc4ccccc4)CC3)c(C)c2cc1C,1,0,10,-5,3,-2,-7,0.2,-1,1
COc1ccc(C(=O)NC(=S)Nc2ccc(N3CCCC3)cc2)cc1OC,-3,0,12,-1,-1,-5,1,0.2,8,2

# Entries of single compounds, quoted from the list.
# Entry for CCCc1nc(SCC(=O)Nc2nccs2)c2ccccc2n1 : Tn6 DDE FP = 2; UHRF1 MBD2 ctr = 0; ASAP1 inh = -12; MBD2 inh = -1; ARFGAP1 inhibitor = -8; Tn7 DDE FP = 2; PLCb3 inh = -2; proKLK7 act = 0.5; ADAM17 inh = 0; PLC-gamma1 inh = 0
# Entry for COc1ccc(C(=O)NC(=S)Nc2ccc(N3CCCC3)cc2)cc1OC : Tn6 DDE FP = -3; UHRF1 MBD2 ctr = 0; ASAP1 inh = 12; MBD2 inh = -1; ARFGAP1 inhibitor = -1; Tn7 DDE FP = -5; PLCb3 inh = 1; proKLK7 act = 0.2; ADAM17 inh = 8; PLC-gamma1 inh = 2
